LYP phosphatase = PTPN22 lymphoid phosphatase activity blockers – biochemical, fluorescence intensity, uHTS (AID 1779); recombinant LYP phosphatase, fluorescence intensity; higher % means a stronger effect; inhibition, % at 11.5 µM; hits with a dose series show IC50 in µM; hit rate 0.054% among 290,000;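 further: plate controls were vehicle with enzyme for no effect and no enzyme for full effect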
Lipid droplet = hepatic lipid droplet formation modulation. hit rate 0.4% among 240,000. inhibition, % at 6.5 µM. AML12 mouse hepatocytes, oleate lipid droplets, BODIPY imaging;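 active means lipid droplet intensity inhibited by at least 50%, with more than 500 cells counted; inconclusive means wells with under 300 cells, treated as cytotoxic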
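Test system: AML12 mouse liver cells; schedule: overnight exposure; technique: high-content imaging of BODIPY-stained droplets and DAPI nuclei; read-out: % inhibition of corrected integrated BODIPY droplet signal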
Dengue-2 NS5 capping = Dengue-2 NS5 methyltransferase inhibitors, primary screen, biochemical, confirmation dose response (AID 588689) | Dengue-2 NS5 methyltransferase capping enzyme assay, biochemical; higher % means a stronger effect | hit rate 0.3% among 340,000 | inhibition, % at 25 µM, or IC50 in µM where a hit was titrated; in the data active means a potency from the dose series; inconclusive means inhibition above about 29% without an active follow-up result
XIAP antagonists = XIAP antagonists, biochemical, IAP family, fluorescence polarization (AID 1018); XIAP BIR domain, fluorescence polarization peptide displacement; higher % means a stronger effect; one-dose displacement, % at 20 µM; IC50 in µM for titrated hits; hit rate 0.007% among 200,000; in the data active means displacement above about 50%; further: a part of the inactive calls stands beside numbers as strong as those of hits
NOD2 inhibition = NOD2 signaling inhibitors, cell-based, luminescence, uHTS, HEK293 (AID 1566) | hit rate 0.63% among 290,000 | one-dose inhibition, % at 4 µM; EC50 in µM for titrated hits | HEK293 NOD2/NF-kB luciferase reporter, luminescence; higher % means a stronger effect; further: many of its hits are not listed in these tables
HIV peptide binding = inhibitors of HIV fusion peptide binding, primary screen, biochemical, uHTS, fluorescence dequenching (AID 1986); hit rate 0.3% among 290,000; cell-free peptide binding, fluorescence dequenching, 30 min; higher % means a stronger effect; inhibition, % at 20 µM; hits with a dose series show IC50 in µM; in the data active means inhibition mostly above about 52%, no sharp cut-off; inactive means mostly below about 76%; further: some results filed as inactive read as strong as hits
Myeloid diff 2 = compounds promoting myeloid differentiation; AID 624256; hit rate 1% among 360,000; calls only at 10 µM; ER-HoxA9 myeloid progenitors, lysozyme-GFP differentiation, flow cytometry;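 active means normalized GFP-positive differentiation at or above the plate's own cutoff, the solvent-only control mean plus 3 SD; inconclusive means no clear call, values can overlap the other calls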;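 further: cells exposed to compound for four days before flow analysis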
Siah-1 displacement = Siah-1 peptide-binding antagonists, primary screen, biochemical, fluorescence polarization, rhodamine-plectin, uHTS (AID 1817); Siah-1 / rhodamine-plectin peptide fluorescence polarization; higher % means a stronger effect; one-dose displacement, % at 20 µM; IC50 in µM for titrated hits; hit rate 0.02% among 290,000;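 active means displacement of at least 50% at 20 µM, with a fluorescence ratio check between 0.3 and a set limit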;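 further: plate controls were Siah plus tracer with DMSO for no effect and tracer alone without Siah for full effect; strong numbers were not always called active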
AID2073 = inhibitors of Mint1-CaV2.2 protein interaction, biochemical, HTRF (AID 2073). HTRF protein-protein interaction, Mint1-CaV2.2; higher % means a stronger effect. hit rate 0.19% among 290,000. one-dose inhibition, % at 20 µM; IC50 in µM for titrated hits; in the data active means inhibition mostly above about 51%, no sharp cut-off; inconclusive means no clear call, values can overlap the other calls; inactive means mostly below about 53%; further: some results filed as inactive read as strong as hits
Lipid droplet cells 6.5 µM = recorded beside Lipid droplet, whose call it bears; cell count; measured here: cell count, cytotoxicity flag;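 cells counted across two imaged fields per well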
Dengue-2 NS5 capping pilot replicate = also measured in Dengue-2 NS5 capping; calls as there; inhibition, %; measured here: pilot screen replicate inhibition
Myeloid diff 2 GFP+ MAC1+ % = second read-out of Myeloid diff 2, no call of its own (marks repeat the call); GFP+ MAC1+ double positive, %; measured here: differentiation confirmed by MAC1 staining
Active calls of the source: *; i = inactive; u = inconclusive; x = not tested or not shown; + = active, no number. Unless noted, no stated cut-off is given here; in the data, active means inhibition above about 50%; inactive means the rest. An excerpt; rates above refer to the full screens.

SMILES	LYP phosphatase	Lipid droplet	Lipid droplet cells 6.5 µM	Dengue-2 NS5 capping	XIAP antagonists	NOD2 inhibition	HIV peptide binding	Myeloid diff 2	Myeloid diff 2 GFP+ MAC1+ %	Siah-1 displacement	AID2073	others
N#CC1=C(N)Oc2cc3ccccc3cc2C1c1cccs1 (centres undefined)	6%	x	x	-5%	-1.6%	-117%	2.9%	i	1.0	3%	6%
CCCSc1nc2c(c(=O)n(C)c(=O)n2C)n1Cc1ccc(C)cc1	-4%	x	x	-2%	-5.0%	23%	7.9%	i	0.9	-5%	-6%
O=C(CC(C(=O)O)N1CCOCC1)Nc1ccc(Cl)cc1 (centres undefined)	-5%	11	634	-3%	-0.9%	-15%	0.3%	i	0.6	-6%	21%
COc1cccc(C(=O)Nc2ccccc2C(=O)NCC2CCCO2)c1 (centres undefined)	-7%	22	793	-3%	x	11%	1.5%	i	0.8	1%	1%
Cc1cccc(N/C=C/C(=O)c2ccc(Cl)cc2)c1	-6%	0	814	-10%	x	-147%	-0.5%	i	0.3	-2%	7%
COc1cc(C(=O)Nc2ccc(OCC(=O)O)cc2)cc(OC)c1OC	-8%	x	x	-1%	-6.2%	10%	-0.2%	i	0.4	2%	0%
COc1ccc(C(=O)c2sc(Nc3ccc(NC(C)=O)cc3)nc2C)cc1	3%	-5	833	-5%	x	-20%	-1.1%	i	1.1	1%	10%
Cc1nc(NCCN2CCOCC2)c2oc3ccccc3c2n1	-3%	x	x	-4%	-7.9%	5%	-1.0%	i	0.6	13%	-4%
COc1cc(Br)cc(CN2CCN(c3ncccn3)CC2)c1O	-6%	-4	775	2%	x	9%	-0.3%	i	0.5	1%	2%
CCCn1c2ccccc2c2nnc(SCC(=O)Nc3nnc(CC(=O)OCC)s3)nc21	-3%	6	771	-1%	-4.2%	9%	5.0%	i	0.5	4%	12%
C=Cn1cc[n+](CC(=O)c2ccc(C)cc2)c1	-4%	-8	678	-8%	-5.3%	-6%	3.6%	i	0.7	6%	14%
CCOc1nc(NCCN2CCOCC2)nc(Nc2ccc([N+](=O)[O-])cc2)n1	-3%	6	656	-3%	-11%	9%	-1.1%	i	0.5	6%	-1%
CCn1c(CSCc2c(Cl)cccc2Cl)n[nH]c1=S	-6%	3	688	1%	-7.9%	-7%	-2.1%	i	1.0	9%	1%
COc1ccc2c(c1OC)C(=O)OC2Nc1ncccc1C (centres undefined)	2%	x	x	-5%	-2.7%	3%	-1.0%	i	0.7	-2%	-1%
Cn1c(SCc2ccc(C(C)(C)C)cc2)nnc1C1COc2ccccc2O1 (centres undefined)	1%	-15	696	x	x	14%	0.0%	i	0.3	3%	-9%

Arranged by molecular weight (low to high): some entries from above
SMILES	LYP phosphatase	Lipid droplet	Lipid droplet cells 6.5 µM	Dengue-2 NS5 capping	XIAP antagonists	NOD2 inhibition	HIV peptide binding	Myeloid diff 2	Myeloid diff 2 GFP+ MAC1+ %	Siah-1 displacement	AID2073	others
C=Cn1cc[n+](CC(=O)c2ccc(C)cc2)c1	-4%	-8	678	-8%	-5.3%	-6%	3.6%	i	0.7	6%	14%
CCn1c(CSCc2c(Cl)cccc2Cl)n[nH]c1=S	-6%	3	688	1%	-7.9%	-7%	-2.1%	i	1.0	9%	1%
CCOc1nc(NCCN2CCOCC2)nc(Nc2ccc([N+](=O)[O-])cc2)n1	-3%	6	656	-3%	-11%	9%	-1.1%	i	0.5	6%	-1%

(next part)
SMILES	LYP phosphatase	Lipid droplet	Lipid droplet cells 6.5 µM	Dengue-2 NS5 capping	XIAP antagonists	NOD2 inhibition	HIV peptide binding	Myeloid diff 2	Myeloid diff 2 GFP+ MAC1+ %	Siah-1 displacement	AID2073	others
Cn1c(=O)oc2cc(S(=O)(=O)Nc3ccc(Cl)cc3)ccc21	-7%	12	818	1%	x	13%	-0.8%	i	0.9	4%	13%
CCN(c1ccccc1)S(=O)(=O)c1nnc(NC(=O)C(C)(C)C)s1	-8%	-4	840	-1%	x	17%	-1.2%	i	0.2	4%	3%
COc1ccc(CNC(=O)c2cccc(C)c2[N+](=O)[O-])cc1	-5%	-3	716	-4%	-4.0%	7%	0.5%	i	0.6	-2%	10%
COc1cc(OC)cc(C(=O)NCc2cc(C)nc3ccccc23)c1	-6%	-17	698	-2%	-4.9%	20%	-0.5%	i	0.6	4%	-7%
Cc1ccc(S(=O)(=O)NCC(C)NS(C)(=O)=O)cc1 (centres undefined)	-7%	12	818	-8%	-9.6%	10%	-0.7%	i	2.0	-4%	-4%	Dengue-2 NS5 capping pilot replicate=-3.3
CC(C)Oc1ccc(NC(=O)C2CCCNC2=O)cc1 (centres undefined)	-1%	x	x	-8%	-13%	-18%	-1.7%	i	1.1	-2%	-2%
CCN(CC)S(=O)(=O)c1cccc(NN=c2c(=O)c3ccccc3c2=O)c1	-11%	-20	552	-5%	x	-71%	-0.8%	i	0.7	-4%	1%
CCOc1ccccc1NC(=O)n1ncc2c(C)cccc21	-4%	-18	828	-3%	x	25%	-0.8%	i	1.4	1%	14%
O=C(O)/C=C/c1ccc(S(=O)(=O)Nc2ccc(OCc3ccccc3)cc2)cc1	3%	3	682	19%	x	3%	34%	i	0.8	2%	6%
CCCC(=O)Nc1cc(C)c2c(=O)oc3ccccc3c2n1	-7%	16	721	-3%	x	14%	-1.5%	i	1.0	-3%	-3%
CC(=O)NCC(=O)OCC(=O)Nc1nc(-c2ccccc2)cs1	-5%	-13	672	2%	-4.7%	-12%	-0.4%	i	1.1	-2%	-4%
COc1ccc(CC(CN)c2ccccc2)cc1 (centres undefined)	-6%	0	851	-13%	x	-4%	-0.2%	i	0.1	1%	2%
CCCCP(=O)(c1ccccn1)c1ccccn1	-8%	x	x	1%	-6.8%	-3%	-3.2%	i	12	-3%	5%
COc1cc(C2=NC(CO)(CO)CO2)cc(OC)c1OC	-10%	-4	706	4%	-7.7%	4%	1.4%	i	0.8	-2%	0%
N/C(=N\OC(=O)Cc1cccs1)c1cccc([N+](=O)[O-])c1	-3%	20	613	-7%	-2.3%	-13%	1.2%	i	0.2	11%	-6%
Cc1nn(Cc2ccc(F)cc2)c(C)c1NC(=O)c1cc(-c2ccco2)on1	-6%	x	x	-6%	-0.6%	19%	-1.1%	u	x	-3%	-15%
O=C(Cn1c(C(F)(F)F)nc2ccccc21)c1ccc(Br)cc1	4%	x	x	-5%	-1.0%	18%	0.7%	i	0.8	1%	-2%
O=C(NC12CC3CC(CC(C3)C1)C2)c1ccc(-c2ccccc2Cl)o1	0%	x	x	1%	-0.8%	30%	-3.3%	i	2.6	-2%	-2%
C[C@H](NC(=O)[C@@H]1CSC2c3ccccc3C(=O)N21)C(=O)NCc1c(F)cccc1Cl (some centres undefined)	-3%	-2	680	-6%	x	10%	2.8%	i	2.8	0%	8%
C=CCNC(=S)N1CCN(CCNC2=CC(=O)CC(C)(C)C2)CC1	2%	2	712	-2%	x	10%	0.7%	i	1.0	2%	2%
CCOC(=O)CC(NC(=O)CCc1c(C)nc2ncnn2c1C)c1ccc(OC(C)C)cc1 (centres undefined)	-10%	27	710	-10%	-2.5%	1%	0.3%	i	0.6	17%	3%
C=CCn1c(SCC(=O)NC(=O)NC2CCCC2)nnc1C1CCCCC1	-7%	-6	719	2%	-4.3%	18%	1.2%	i	0.9	4%	-3%
CN(CC(=O)NCc1ccccn1)S(=O)(=O)c1ccc(F)cc1	-10%	20	750	1%	-2.5%	2%	0.3%	i	0.8	12%	2%
CCOCCCNC(=O)c1ccc2c(c1)ncn2C1CCCC1	0%	3	712	-7%	-0.4%	-16%	1.6%	i	0.8	2%	-5%
C=Cn1cc[n+](CC(=O)c2ccc(OC)c(OC)c2)c1	-6%	3	829	-5%	x	11%	-1.2%	i	0.8	0%	11%	Dengue-2 NS5 capping pilot replicate=-5.2
COc1ccc(NC(C)C(=O)Nc2ccc(C#N)cc2)cc1Cl (centres undefined)	0%	2	745	6%	-4.4%	20%	0.7%	i	2.7	-1%	-4%
O=C(CCCN1C(=O)/C(=C/c2ccccc2)SC1=S)NCCCn1ccnc1	-8%	-13	691	-2%	x	0%	-0.3%	u	x	1%	5%
O=[N+]([O-])c1cccc(N/N=C/c2ccc(N3CCOCC3)cc2)c1	-1%	22	838	-7%	x	-213%	-4.5%	i	0.1	-5%	-26%
Cc1cc(C)nc(N2C(=O)CC(Cc3ccccc3)C2=O)n1 (centres undefined)	-1%	-11	696	-3%	-3.9%	5%	-2.6%	i	0.7	-2%	-1%
O=C(NCCN1CCOCC1)c1ccc(F)cc1	-1%	4	795	2%	-11%	-7%	0.7%	i	5.8	0%	-2%
Cc1[nH]c2ccccc2c1C(=O)C(=O)N1CCN(c2cccc(Cl)c2)CC1	-9%	-29	662	0%	x	16%	-1.6%	i	0.4	-5%	1%
O=C(NC(Cc1ccccc1)C(=O)NCCc1ccccn1)c1cccs1 (centres undefined)	-5%	0	815	-7%	x	-2%	1.7%	i	0.9	12%	-4%
O=C(CNC1CCCCCC1)Nc1ccc(N2CCCC2)cc1	-3%	x	x	x	-2.9%	21%	-3.4%	x	x	3%	-16%
CCN(CC(=O)NC1CCCC1)S(=O)(=O)c1ccc(F)cc1	-11%	1	876	4%	x	-11%	-1.5%	i	4.5	-7%	2%
O=S1(=O)N=C(N2CCN(Cc3ccccc3)CC2)c2ccccc21	-3%	x	x	-3%	-1.5%	-1%	-2.0%	+	4.3*	-1%	-9%
O=C(C[n+]1ccccc1)N/N=C/c1cc(Br)ccc1O	-9%	x	x	-3%	x	16%	4.7%	i	0.8	-8%	18%
CCN(CC)c1ccc(/C=N/OCC(=O)N2CCCc3ccccc32)cc1	5%	8	641	-12%	0.5%	0%	-0.2%	i	0.9	0%	5%
CCn1c(=O)c(-[n+]2ccccc2)c(O)c2ccccc21	-1%	-13	607	13%	2.3%	3%	1.5%	i	0.4	3%	62%
CCc1ccccc1N(CC(=O)NCc1ccco1)C(=O)CCC(=O)Nc1ccccn1	-4%	-9	779	-12%	x	3%	-1.9%	i	0.5	0%	17%
CCN(CC)CCCNC(=O)CC1Oc2ccc(C)cc2NC1=O (centres undefined)	1%	x	x	-8%	-3.7%	21%	1.2%	i	1.1	-2%	9%
CCOC(=O)c1ccc(NC(=O)CC2S/C(=N/N=C3/NC(=O)CS3)NC2=O)cc1 (centres undefined)	-11%	4	606	7%	0.8%	10%	0.6%	i	0.4	7%	10%
Nc1nc2nc(-c3ccc(F)cc3)cc(C(F)(F)F)n2n1	-42%	18	678	-4%	0.0%	16%	-0.7%	i	0.5	-1%	36%
O=C(Nc1ccc2c(c1)CCC2)c1ccc(Br)s1	-2%	19	633	-8%	-3.4%	-224%	0.3%	i	0.1	-5%	2%
CCOC(=O)c1cccc(NC(=O)CSc2nc(N)cc(N)n2)c1	-11%	x	x	0%	-5.1%	15%	0.8%	i	2.1	-4%	22%
O=C(O)CNC(=O)CCN1C(=O)c2ccccc2C1=O	-5%	-1	738	-4%	-9.9%	6%	0.8%	i	5.0	2%	0%

Screening results from PubChem BioAssay.
